# GAA glycogen: alters human alpha-glucosidase cleavage of glycogen. recombinant GAA, glycogen substrate, Amplex Red glucose oxidase fluorescence. AID 2100. 0.38% of 300,000 active. P10253. Potency, µM (series often up to 76.4 µM), inactives show top-dose activity change, negative = inhibition, most hits filed as inhibitors;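 further: 0% = full enzyme reaction and -100% = no-enzyme basal signal; the screen sought inhibitors and activators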
#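 Natural-substrate format: glycogen cleavage by 4 nM human enzyme, glucose read by Amplex Red coupling (Ex 573, Em 610 nm). Normalized to enzyme and no-enzyme controls.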
# GAA inhib: inhibitors of human lysosomal alpha-glucosidase | 0.005% of 200,000 active | purified human GAA, 4-MU-alpha-glucoside fluorescence | Potency, µM (titrated, usually from 76.9 µM), for inactives: top-dose activity change, negative = inhibition, actives largely listed as inhibitors | P10253;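 further: plate controls were uninhibited enzyme wells for no effect and no-enzyme background for full effect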
#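 Fluorescence at Ex 365/Em 440 nm from 4-methylumbelliferone reported enzyme activity after 20 min at room temperature. Reactions used 4 nM enzyme and 400 uM substrate at pH 5.0; curves fitted with the Hill equation.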
# JMJD2E inh: JMJD2E (human) inhibition; B2RXH2; JMJD2E catalytic domain, FDH-coupled NADH fluorescence (FDH is formaldehyde dehydrogenase); Potency, µM (highest dose often 57.1 µM), for the others: top-dose activity change, negative = inhibition, hits mostly inhibitors; 1.6% of 230,000 active; AID 2147; active means well fitted inhibition curve with a large enough effect, not every such curve was filed as active; inconclusive means small, poorly fitted or top-dose-only effect, or another doubt; inactive means no such curve, though single readings can be large or run the other way;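 further: 0% = wells with enzyme and -100% = buffer wells without enzyme; nearly all actives have a fitted effect of over 50% in size; many of its hits are not listed in these tables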
# Target sequence (B2RXH2 1-337 limits assumed): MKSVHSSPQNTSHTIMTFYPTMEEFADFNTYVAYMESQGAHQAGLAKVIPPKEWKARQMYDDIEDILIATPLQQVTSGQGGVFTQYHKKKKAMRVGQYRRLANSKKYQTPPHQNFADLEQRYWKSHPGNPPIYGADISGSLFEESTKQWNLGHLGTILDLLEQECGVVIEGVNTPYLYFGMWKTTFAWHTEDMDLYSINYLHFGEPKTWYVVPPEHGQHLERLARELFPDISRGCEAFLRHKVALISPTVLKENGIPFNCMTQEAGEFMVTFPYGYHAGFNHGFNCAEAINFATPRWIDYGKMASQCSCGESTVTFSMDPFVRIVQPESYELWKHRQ
# ALDH1A1 block: blocks purified human ALDH1A1 activity | AID 1030 | Purified ALDH1A1, NADH fluorescence, propionaldehyde substrate | Potency, µM (series often up to 75.3 µM), without a hit: top-dose activity, negative = inhibition, actives largely listed as inhibitors | 7.3% of 220,000 active; active means well fitted inhibition curve with a large enough effect, not every such curve was filed as active; inconclusive means small, poorly fitted or top-dose-only effect, or another doubt; inactive means no such curve, though single readings can be large or run the other way;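 further: plate controls were no enzyme wells and a reference inhibitor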
# SMN2 splice up: SMN2 splice variant enhancement | HEK293 SMN2-luciferase splicing reporter, luminescence, 30-36 h | Potency, µM (highest dose often 46.1 µM), for inactives: at the top dose activity change, positive = activation, usual class: activators | 2.8% of 210,000 active; further: % of control where 0% means no effect; nearly all actives have a fitted effect of over 55% in size
#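 HEK293 cells carry an SMN2 minigene-luciferase reporter in which exon 7 inclusion puts luciferase in frame. Cells were seeded at 2000 cells/well, attached for 10-12 hours, then exposed to compounds for 30-36 hours at 37C before ONE-Glo luminescence.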
# GLA spleen mod: inhibits or activates alpha-galactosidase in human spleen homogenate. human spleen homogenate, 4MU-alpha-Gal fluorescence, 40 min. AID 2107. Potency, µM (highest dose often 80 µM), inactives show at the highest dose activity change, negative = inhibition, actives largely listed as inhibitors. 0.008% of 240,000 active. P06280;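 further: 0% = enzyme with vehicle and -100% = no enzyme basal signal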
#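 Spleen homogenate 1 ug + cpd (titration) + 4-MU-alpha-D-galactopyranoside 1 mM; 37C 40 min; 50 mM citrate/phosphate pH 5.0, 0.01% Tween-20; stop pH 10; fluorescence 365/440; AC50 via Hill.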
# aGlu spleen mod: inhibitors or activators of human alpha-glucosidase in spleen homogenate; human spleen homogenate, 4-MU-alpha-glucoside fluorescence; Potency, µM (highest dose often 79.9 µM), without a hit: at the top dose activity change, negative = inhibition, usual class: inhibitors; 0.006% of 240,000 active;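 further: 0% = enzyme with vehicle and -100% = no enzyme basal signal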
#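 Human spleen homogenate (1 ug) with 4-methylumbelliferyl-alpha-D-glucopyranoside (1 mM final) in 50 mM citrate/phosphate pH 5.0, 0.01% Tween-20; 40 min at 37 C. Stopped at pH 10; 4-MU fluorescence Ex 365/Em 440 nm; AC50 by Hill fit.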
# RGS12 GoLoco inh: blocks human Gai1 binding to RGS12 GoLoco peptide, red readout; P63096; Gai1:RGS12 GoLoco peptide FP, rhodamine, 10 min; Potency, µM (titrated, usually from 61.6 µM), for the others: at the top dose activity, negative = inhibition, actives largely listed as inhibitors; 0.44% of 230,000 active; active means well fitted inhibition curve with a large enough effect, not every such curve was filed as active; inactive means no such curve, though single readings can be large or run the other way; further: on the % scale 0 is the no-effect control and ±100 the full control effect; nearly all actives have a fitted effect of over 30% in size; many of its hits are not listed in these tables
# Target sequence (P63096 whole entry, looked up): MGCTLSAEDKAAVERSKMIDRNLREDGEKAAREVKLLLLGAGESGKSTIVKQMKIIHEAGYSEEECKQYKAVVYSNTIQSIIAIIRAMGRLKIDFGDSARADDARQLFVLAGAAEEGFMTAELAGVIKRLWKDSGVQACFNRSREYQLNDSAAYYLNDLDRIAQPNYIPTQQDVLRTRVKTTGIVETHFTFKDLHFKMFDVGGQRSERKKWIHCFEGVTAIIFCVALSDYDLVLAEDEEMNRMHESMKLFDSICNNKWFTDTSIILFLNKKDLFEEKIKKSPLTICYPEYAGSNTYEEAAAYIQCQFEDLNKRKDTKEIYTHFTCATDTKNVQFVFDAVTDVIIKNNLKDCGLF
# An asterisk follows results filed as active; i = inactive; ? = inconclusive; / = no result given; & = joins results of further samples; [ ] = dose if it differs, or a comment. Unless noted, the call rests on the fitted dose curve; in most records, active means well fitted curve in the direction sought with a large enough effect; inconclusive means small, poorly fitted or top-dose-only effect, or another doubt; inactive means no such curve, though single readings can be large; an effect the other way counts as inactive or inconclusive. Potency means the concentration at half of the fitted maximal effect.
mol,GAA glycogen,GAA inhib,JMJD2E inh,ALDH1A1 block,SMN2 splice up,GLA spleen mod,aGlu spleen mod,RGS12 GoLoco inh
COc1ccc(N2CC(NC(=O)N(C)CCC#N)CC2=O)cc1 (stereo unspecified),1.4%,-16.7%,0.5%,7.3%,6.6%,2.7%,1.9%,0.6%
Nc1oc2ccccc2c(=O)c1C=O,-4.8%,-2.5%,?,9.9%,2.3%,7.3%,3.5%,19.7%
CCOc1nc(C)cc(C)c1S(=O)(=O)c1ccc(Cl)cc1,8.5%,5.4%,-12.2%,-6.3%,-13.0%,-1.4%,0.0%,18.8%
COc1ccccc1C(O)(C(=O)NN(C)c1ccccc1)c1ccccc1OC,-21.0%,-27.7%,-4.0%,25.8%,-6.6%,2.2%,0.9%,1.5%
COC(=O)c1ccc(Cn2cnc3c(cnn3-c3ccc(Cl)cc3)c2=O)o1,-12.2%,-10.0%,?,?,-73.4%[inhibitor],6.1%,4.2%,1.4%
COc1ccc(N2CC(C(=O)Nc3cc(C)on3)CC2=O)cc1 (stereo unspecified),10.9%,-0.7%,0.8%,6.5%,2.1%,-9.8%,1.1%,-15.9%
Oc1ccc(/C=N/N2CCN(c3ccccn3)CC2)cc1,11.2µM*,/,2.9%,/,/,-4.7%,-3.4%,2.1%
CN(C)C(=O)CSc1nnc2sc3ccccc3n12,8.5%,-5.6%[15.4 µM],1.0%,-6.5%,17.4%,4.5%,1.2%,-1.0%
O=C(Nc1ccc(S(=O)(=O)NC2CCCCC2)cc1)c1ccc(Br)o1,2.6%,-4.8%,-3.9%,-6.5%,-26.3%,-13.8%,-15.4%,7.1%
Cc1nn(-c2cc(N3CCOCC3)ccc2N)c(=O)c2ccccc12,?,-4.0%,2.6%,0.1%,?,-0.2%,-11.4%,-7.0%
COc1ccc(CNc2nc3ccccc3n2Cc2ccc(C)cc2)cc1OC,-8.8%,7.6%,-0.6%,-6.3%,/,0.0%,3.7%,-2.9%
COc1ccc2[nH]cc(CCNC(=O)C3CCCO3)c2c1 (stereo unspecified),-21.0%,3.3%,?,-0.6%,/,2.1%,-5.1%,7.2%
COCCCNc1nc2c(-c3cccc(C(F)(F)F)c3)nnn2c2ccccc12,2.8%,?,?,?,15.4%,-2.3%,1.5%,7.6%
CC1COC2C(O1)N(S(C)(=O)=O)CCN2S(C)(=O)=O (stereo unspecified),5.0%,0.5%,3.7%,?,-11.7%,6.3%,5.7%,-11.1%
Cn1c2ccccc2c2ncn(Cc3ccco3)c(=O)c21,6.4%,-1.9%,?,?,-11.6%,-20.9%,-4.4%,1.0%
C/C(N)=C(/C#N)C(=O)CSc1nnc(Nc2cccc(C)c2C)s1,14.4%,-3.3%,-1.0%,?,?,2.1%,-4.8%,5.1%
CCS(=O)(=O)/N=C(\N)c1ccccc1,-2.6%,-0.8%,-5.7%,1.6%,-16.9%,-1.5%,-4.9%,3.4%
Cc1ccc(NC(=O)CN(C)C(=O)c2ccc(Cl)c([N+](=O)[O-])c2)cc1,-6.1%,11.2%,-0.5%,17.4%,-7.3%,5.2%,-3.8%,-9.7%
C=CCn1c(SCC(=O)Nc2ccc(C(=O)OCC)cc2)nnc1-c1cccs1,-3.6%,-14.9%,i,-7.8%,?,3.4%,-3.3%,-10.0%
CCN(CC)CC#CC(O)(c1ccccc1)c1ccccc1,6.4%,?,-6.3%,8.7%,/,1.4%,0.2%,10.2%
COC(=O)/C(C#N)=C/c1cc(C)sc1C,-15.0%,-1.6%,-2.6%,-5.6%,/,-2.7%,-7.8%,0.7%
c1ccc(OCCOc2ncnc3ccccc23)cc1,0.1%,-2.3%,-0.9%,0.2%,3.4%,11.6%,-0.7%,-5.9%
N=c1sccn1CC(=O)Nc1cccc(S(=O)(=O)N2CCCCCC2)c1,-1.6%,5.1%,-3.9%,2.0%,-50.5%[inhibitor],-7.1%,-5.4%,11.2%
CC(=O)Nc1ccc(NC(=O)c2c([N+](=O)[O-])c(C(C)(C)C)nn2C)cc1,3.7%,/,0.8%,/,/,-3.2%,-2.0%,1.3%
CCCCC(C)(O)C/C=C/[C@H]1[C@H](O)CC(=O)[C@@H]1CCCCCCC(=O)OC (stereo partly specified),-16.7%,-6.8%[15.4 µM],-21.7%,12.0%,-6.1%,5.9%&3.2%,-0.6%&5.5%,-7.1%&2.1%&2.4%
COc1ccc(/C=C/C(=O)c2ccccc2O)cc1,1.5%,-4.8%,-2.8%,-5.8%[13.5 µM],/,-7.4%[17.5 µM],5.4%[17.4 µM],-1.0%
CC(C)C[C@H](NC(=O)c1[nH]cnc1C(=O)Nc1ccccc1)C(=O)OC(C)(C)C,-13.5%,/,-4.1%,/,/,3.4%,-0.4%,-0.7%
Cc1ccc(C(=O)ONc2ccc(N=O)cc2)cc1,-25.9%,-7.6%,3.1%,?,-7.7%,-4.4%,-14.5%,-3.9%
COC(=O)c1ccc(C(=O)OC)c(NC(=S)N2CCN(c3ccccn3)CC2)c1,-21.3%,-10.9%,?,-6.3%,-4.8%,27.9%,5.5%,3.8%
N/C(CN1CCCC1=O)=N\OC(=O)c1ccc(Cl)cc1,5.1%,-4.2%,5.5%,7.2%,?,-0.1%,-20.6%,-4.7%

mol,GAA glycogen,GAA inhib,JMJD2E inh,ALDH1A1 block,SMN2 splice up,GLA spleen mod,aGlu spleen mod,RGS12 GoLoco inh
CCN(CC)CCNC(=O)c1ccc(Sc2ccc(Cl)cc2)c(NC(C)=O)c1,7.7%,-5.2%,-4.2%,2.5%,-24.3%,-1.1%,-0.1%,-1.6%
O=C(Cc1ccc([N+](=O)[O-])cc1)c1c(O)cc(O)cc1O,?,/,-15.8%,/,/,6.9%,4.0%,9.0%
CCCn1nnc(NC(=O)/C=C/c2ccco2)n1,7.5%,-6.7%[15.4 µM],-14.1%,?,/,5.9%,4.4%,6.1%
Cc1ccccc1CS(=O)(=O)CCC(=O)NCCN1CCN(c2cccc(Cl)c2)CC1,-3.7%,-4.6%,-4.9%,1.0%,-26.0%,-6.7%,-4.0%,4.0%
Cc1ccc(Cc2cnc(NC(=O)/C(C#N)=C/c3ccc(-c4cccc([N+](=O)[O-])c4)o3)s2)cc1,3.6%,-15.7%,7.2%,0.5%,-30.4%[inhibitor],-2.2%,-2.3%,89.7%[activator]
COc1ccc(Nc2cc(Cl)nc(N)n2)cc1,?,1.7%,-3.5%,0.1%,?,-7.9%,2.0%,5.4%
CCOC(=O)c1c(NC(=O)CCN2CCOCC2)sc2c1CC(C)(C)OC2,-3.5%,-13.3%,-5.9%,22.4µM*,?,2.1%,-4.2%,-4.3%
CCOC(=O)Nc1ccc2c(c1)N(C(=O)OC)c1ccccc1CC2,6.3%,0.1%,-2.3%,0.7%,11.8%,-2.9%,-6.4%,-0.9%
C/C=C/C(=O)OCC(=O)Nc1cccc(S(=O)(=O)NC2=NCCCCC2)c1,-10.6%,-13.2%,10.5%,-4.4%,20.8%,1.8%,0.5%,6.6%
Cc1ccc(-n2c(Cc3cccn3C)nnc2SCC(=O)Nc2nnc(C)s2)cc1,-7.0%,-1.6%,-6.4%,5.6%,-7.6%,12.2%,6.2%,8.4%
COC(=O)CN1CC(=O)N(c2ccccc2)C1=S,0.1%,11.8%,-12.7%,2.8%,-5.2%,-3.2%,-6.1%,-15.2%
COC(=O)CNC(=O)CCc1nnc(C2(c3ccc(Cl)cc3)CCC2)o1,-1.5%,8.5%,7.7%,8.91µM*,/,-2.4%,6.1%,-2.5%
Cc1ccc2nc(-c3ccccc3)cc(C(=O)O)c2c1,13.9%,-8.4%,?,?,-16.5%,-3.7%,-3.1%,5.6%
CC(C)Oc1ccc(OCCn2c(=S)[nH]c3c(N)ncnc32)cc1,?,4.5%,-23.3%,10µM*,-27.4%,0.6%,-0.5%,0.7%
CC1(C)CC(=O)C2=C(C1)Oc1ncn(CCCO)c(=N)c1C2c1ccccc1 (stereo unspecified),-2.0%,10.1%,0.7%,-4.1%,3.0%,-21.3%,-1.7%,3.8%
CCOC(=O)C1=C(C)N=C2SCCC(=O)N2C1c1ccc(C(=O)OC)cc1 (stereo unspecified),-8.8%,-3.0%,4.4%,-2.3%,3.1%,-2.7%,-10.3%,-5.3%
CCS(=O)(=O)N1CCC(C(=O)NCCCN2CCN(c3ccccc3F)CC2)CC1,6.2%,6.9%,0.7%,13.9%,-12.1%,-5.6%,-7.9%,-1.0%
Nc1[nH]n(-c2ccccc2)c(=O)c1N=Nc1ccc2c(c1)OCO2,-22.0%,/,-8.2%,/,/,8.3%,1.7%,-2.3%
O=[N+]([O-])c1cccc(N=Cc2sc3ccccc3c2O)c1,19.6%,5.7%,28.2µM*,?,9.1%,0.2%,-0.6%,13.3%
COc1cc(C(=O)Nc2cc(-c3cn4cccnc4n3)ccc2C)cc(OC)c1OC,0.6%,?,?,?,0.9%,?,/,8.3%
COc1ccc(C)cc1N(C(=O)c1ccccc1F)c1nc2ccccc2s1,-8.2%,-8.6%,-13.7%,-3.9%,-4.9%,6.4%,-1.2%,3.8%
CC(=O)Nc1ccc(-n2cnnn2)cc1,1.1%,-2.9%,-6.5%,-8.0%,-1.4%,0.1%,-1.1%,3.7%
CCCC(CCC)n1[nH]c(=O)c2c(C)cc(C)nc21,-10.7%,-4.3%,-14.3%,10.1%,1.0%,3.2%,3.0%,7.6%
CCCN(CCC)C(=O)c1cc([N+](=O)[O-])cc2c1-c1ccc([N+](=O)[O-])cc1C2=C(C#N)C#N,-3.1%,/,?,/,/,0.4%,-12.3%,5.8%
C=CCn1c(CNC(=O)c2ccco2)nnc1SCC(=O)c1ccc(OC)cc1,-20.8%,5.6%,-5.4%,?,1.9%,-5.5%,-10.3%,8.2%
COC(=O)/C(Cc1cc(Br)c(OC)c(Br)c1O)=N/O,/,/,-23.3%,-6.6%,12.7%,3.1%,1.8%,-1.1%

# Screening results: PubChem BioAssay, National Center for Advancing Translational Sciences (NCATS)

# A portion of the library, so the mix of outcomes need not match the whole.
